Assay outcomes from PubChem.
CRFR2-BP ag: CRF-BP/CRF-R2 complex agonism; AID 588473; 350,000 compounds, 0.46% hits; activation, % at 13.2 µM; HEK293 CRF-R2/CRF-BP, calcium dye fluorescence (FLIPR); percent of saturating CRF peptide response;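 active = activation of at least 50%, plus an integration ratio under a set limit after plate pattern correction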;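 note: plate controls were neutral control wells without compound for no effect and CRF at EC100 for full effect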
IDE inh: inhibitors of human insulin-degrading enzyme in cells; P14735; HEK cells, FAbetaB cleavage, fluorescence polarization; inhibition, % at 5.59 µM; 320,000 compounds, 0.41% hits;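 active = percent inhibition above the average of all tested compounds plus 3 SD, set per screening campaign, cut at about 16% in these data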;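 note: IDE supplied by intact live HEK cells; FP after avidin binding of uncleaved biotin substrate so inhibition keeps polarization high; 0% = DMSO wells and 100% = 60 µM reference IDE inhibitor Ii1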
GalR3 antagonist: human GalR3 antagonism; O60755; HEK293 GalR3-CNG cAMP membrane potential fluorescence; galR3 body fused to GalR1 C-terminus; inhibition, % at 3 µM; 360,000 compounds, 0.44% hits; AID 651719;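 active = inhibition above the screen-wide average plus 3 SD, cut at about 13% in these data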;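 note: forskolin and galanin both at EC90 stimulate the cells; cAMP rise reported by CNG channel membrane potential dye signal; 0% = forskolin plus galanin with DMSO and 100% = forskolin alone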
M4 PAM: positive allosteric modulators of human muscarinic M4 receptor. P08173. CHO-K1 hM4/Gqi5, Fluo-8 calcium fluorescence, ACh EC20; 0% = ACh EC20, 100% = maximal ACh. activation, % at 3 µM. 360,000 compounds, 0.4% hits;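 active = activation above its plate's cutoff, the mean activation of sample wells plus 3 SD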; note: some results filed as inactive read as strong as hits
MEKK3 PB1 HTS: raises or lowers MEK5 binding to the human MEKK3 PB1 domain. bead-based flow cytometry, Alexa488-MEK5 binding to MEKK3; actives lie on both sides; 0 = blocked by unlabeled MEK5, 100 = vehicle. binding response (% of control), % at 10 µM. 290,000 compounds, 1.4% hits. AID 1529;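 active = binding response more than 3 SD above or below the average of its plate-row segment, actives on both sides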;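 note: Alexa488 bead fluorescence after subtracting the streptavidin-only scavenger bead signal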
Target sequence (Q99759 whole entry, looked up, the tested form may be a part): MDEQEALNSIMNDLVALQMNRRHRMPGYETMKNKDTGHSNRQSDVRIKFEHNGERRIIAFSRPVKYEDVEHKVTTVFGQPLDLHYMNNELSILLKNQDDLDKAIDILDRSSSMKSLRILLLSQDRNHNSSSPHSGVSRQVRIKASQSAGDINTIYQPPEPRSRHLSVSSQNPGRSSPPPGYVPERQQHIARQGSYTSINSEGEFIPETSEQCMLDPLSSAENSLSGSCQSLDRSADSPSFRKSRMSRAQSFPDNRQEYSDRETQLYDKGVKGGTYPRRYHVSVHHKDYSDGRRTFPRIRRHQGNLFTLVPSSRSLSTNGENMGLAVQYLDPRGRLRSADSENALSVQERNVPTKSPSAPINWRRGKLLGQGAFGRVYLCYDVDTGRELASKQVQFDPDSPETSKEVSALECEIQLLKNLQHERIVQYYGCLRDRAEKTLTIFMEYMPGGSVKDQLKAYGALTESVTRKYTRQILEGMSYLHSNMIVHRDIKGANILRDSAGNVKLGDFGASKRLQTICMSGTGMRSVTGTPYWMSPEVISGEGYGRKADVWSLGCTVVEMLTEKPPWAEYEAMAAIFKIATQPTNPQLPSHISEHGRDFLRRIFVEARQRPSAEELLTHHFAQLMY
IDE act: IDE (human) activation, cell-based; P14735; HEK cells, FAbeta-B cleavage, fluorescence polarization; 0% vehicle, 100% cell-free pure enzyme wells; 340,000 compounds, 0.073% hits; activation, % at 5.96 µM;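 active = activation above the mean of all tested compounds plus 3 SD, set per screening campaign, cut at about 17% in these data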
PHOSPHO1 block: PHOSPHO1 (human) inhibition | recombinant PHOSPHO1, absorbance phosphatase assay | AID 1565 | inhibition, % at 13.3 µM | 290,000 compounds, 1.1% hits | Q8TCT1; in the data active = inhibition above about 60%
Target sequence (Q8TCT1 whole entry, looked up): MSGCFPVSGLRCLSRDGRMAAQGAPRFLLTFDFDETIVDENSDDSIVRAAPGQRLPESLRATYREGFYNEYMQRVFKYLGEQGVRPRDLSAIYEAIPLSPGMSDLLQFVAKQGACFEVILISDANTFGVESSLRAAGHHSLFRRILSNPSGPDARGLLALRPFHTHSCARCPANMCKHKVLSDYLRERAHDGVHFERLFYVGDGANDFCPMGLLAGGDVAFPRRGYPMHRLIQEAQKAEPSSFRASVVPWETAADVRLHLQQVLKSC
CRFBP-R2 block: antagonists of CRF-binding protein/CRF-R2 receptor complex. HEK293 CRF-R2/CRF-BP, CRF-induced calcium fluorescence. 350,000 compounds, 0.59% hits. inhibition, % at 11.8 µM;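 active = inhibition of the ligand-induced calcium signal above about 50% at the single tested concentration, limit read from the data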
p-CIP stab down: compounds decreasing mouse p/CIP protein stability; Q05BA5; 290,000 compounds, 0.01% hits; decrease of EGFP signal, % at 10 µM; F442A p/CIP-EGFP cells, EGFP fluorescence, 16 h;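 active = EGFP signal decrease of at least 30% at 10 µM or well 3 SD below plate mean, unless failing retest; inactive = the rest, including hits failing retest or dose response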; note: some compounds called inactive have numbers as strong as hits; many of its hits are not listed in these tables
Starred values were filed as active, the others as inactive; / = no result given.

No.	Compound	CRFR2-BP ag	IDE inh	GalR3 antagonist	M4 PAM	MEKK3 PB1 HTS	IDE act	PHOSPHO1 block	CRFBP-R2 block	p-CIP stab down
1	Cc1ccc(C)c(NC(=S)/C(=C(\[O-])c2ccc(OC(F)F)cc2)[n+]2ccccc2)c1	-1.0	1.2	-4.0	2.6	105.0	-8.0	-17.1	-4.6	-10.9
2	CSCCCN1CCCC(CO)(Cc2ccccc2F)C1 (stereo unspecified)	2.4	4.4	-10.7	1.4	108.0	2.0	19.3	4.0	6.1
3	Cc1ccc(S(=O)(=O)Nc2ccc(N3CCCCC3)cc2)cc1	-0.4	-3.0	-4.9	-0.4	95.0	7.4	8.2	0.4	14.3
4	Cc1sc2ncnc(SCC(=O)NC(=O)c3cccn3C)c2c1C	1.5	19.2*	2.6	9.6	110.0	-10.8	5.4	4.0	-0.1
5	CC1c2[nH]c3ccccc3c2CCN1C(=O)Nc1ccccc1 (stereo unspecified)	0.1	-2.8	1.3	11.3	87.0	4.3	17.0	-1.8	-8.7
6	O=c1cc(O)n(C2CCCCCC2)c(=O)[nH]1	5.3	6.3	-9.0	4.1	108.0	-3.0	0.8	9.7	-0.3
7	Cc1nnc(-c2cnn(C)c2N)n1CCCN(C)C	1.8	10.5	-0.5	-19.1	102.0	-4.4	20.3	0.2	1.8
8	O=[N+]([O-])c1cccc(CN2CCN(Cc3ccco3)CC2)c1	-1.2	-0.6	-9.1	-5.7	91.0	2.9	13.7	-8.4	-16.0
9	O=Cc1ccc(Sc2nnc(-c3ccccc3)o2)c([N+](=O)[O-])c1	2.4	7.8	/	5.2	97.0	1.8	2.7	-3.8	3.4
10	Cc1ccc(C(=O)NCCCNC(=O)Cc2ccccc2)cn1	2.6	-1.3	-7.8	2.0	93.0	-1.0	6.5	9.1	-1.3

Reformatted: results already given.
5	CC1c2[nH]c3ccccc3c2CCN1C(=O)Nc1ccccc1 (stereo unspecified)
6	O=c1cc(O)n(C2CCCCCC2)c(=O)[nH]1

compound no. | 5 | 6
CRFR2-BP ag | 0.1 | 5.3
IDE inh | -2.8 | 6.3
GalR3 antagonist | 1.3 | -9.0
M4 PAM | 11.3 | 4.1
MEKK3 PB1 HTS | 87.0 | 108.0
IDE act | 4.3 | -3.0
PHOSPHO1 block | 17.0 | 0.8
CRFBP-R2 block | -1.8 | 9.7
p-CIP stab down | -8.7 | -0.3

(more compounds)
No.	Compound	CRFR2-BP ag	IDE inh	GalR3 antagonist	M4 PAM	MEKK3 PB1 HTS	IDE act	PHOSPHO1 block	CRFBP-R2 block	p-CIP stab down
11	N=C(N)Cc1ccccc1Sc1ccccc1	1.2	10.2	-9.4	6.2	98.0	6.0	4.7	0.9	-5.6
12	CCn1cc(CCC(=O)NCc2ccc(F)cc2)c2ccccc21	0.4	-0.4	-14.3	-1.7	107.0	4.6	38.1	12.4	-11.3
13	CN(CCOC(=O)CN1C(=O)c2ccccc2C1=O)C1=NS(=O)(=O)c2ccccc21	/	3.1	/	/	97.0	/	17.2	/	-14.6
14	CC[C@]12c3[nH]c4ccc(Cl)cc4c3CCN1C(=O)[C@@H](CC(=O)NCc1ccc(OC)c(OC)c1)C[C@@H]2C(=O)N1CCN(C(=O)c2ccco2)CC1	-5.7	/	-4.8	0.8	/	2.0	/	1.1	/
15	CN(C)c1ccc(CNn2cnnc2)cc1	-0.3	9.4	6.7	-3.2	107.0	0.7	-42.5	-15.7	-6.8
16	Cc1c(Cl)cnc(NC(=O)CSc2nnc(C)n2Cc2ccccc2)c1Cl	0.1	-2.6	-4.2	5.2	92.0	4.3	23.3	-1.9	-8.2
17	CC[C@@]12C(=O)N(c3cccc(Cl)c3)C(=O)N1[C@H](c1ccc(Br)cc1)[C@@H]1C(=O)N(C(C)(C)C)C(=O)[C@@H]12	0.1	-2.4	-8.6	27.6*	/	1.5	/	-11.0	/
18	Cc1onc(C(=O)/C=C/N(C)C)c1C(=O)Nc1nccs1	-3.5	-0.7	-1.3	-0.6	100.0	-1.6	24.4	11.1	1.5
19	O=C1CN(C(=O)c2c(F)cccc2F)C(c2ccc(F)cc2)c2cc(Br)ccc2N1 (stereo unspecified)	-0.6	0.3	-7.0	-2.5	105.0	5.8	/	1.0	-11.2
20	Brc1cccc(OCCCNC2CCCC2)c1	1.4	4.0	-11.2	-12.5	100.0	1.0	2.6	-25.4	10.1
21	CCOC(=O)C1CC2=C(CCCC2=O)NC1=O (stereo unspecified)	6.2	/	-4.0	-7.1	/	0.8	/	-5.5	/
22	Cn1c(=NC(=O)c2cnccn2)sc2ccccc21	-0.8	-0.2	10.2	9.1	104.0	-1.1	0.7	-4.8	4.9
23	COc1ccc(N2CCN(C(=O)CCCCCn3c(=S)[nH]c4cc5c(cc4c3=O)OCO5)CC2)cc1	0.2	4.2	/	3.2	103.0	5.5	12.1	1.1	-5.6
24	Cc1ccc(S(=O)(=O)N2CCOCC2)cc1C(=O)Nc1ccc(-c2cn3ccsc3n2)cc1	-1.0	19.9*	-2.1	-7.5	97.0	-14.7	18.0	6.7	-1.2
25	CCOC(=O)CCCCCN1C(=O)c2cccc3cccc(c23)C1=O	-0.1	-2.5	-6.6	-1.4	105.0	4.6	/	-0.8	-6.2
26	COc1cc(OC)c(C(=S)N2CCCC2)cc1OC	-0.5	-1.4	-8.4	-1.1	104.0	-2.0	-24.0	0.4	-3.0
27	O=C(CCN1C(=O)c2ccccc2S1(=O)=O)N1CCN(c2cccc(Cl)c2)CC1	0.0	-4.0	-3.1	-2.3	/	1.6	/	-2.7	/
28	COc1cc2c(cc1OC)C(C)N(C(=O)c1cc(C)on1)CC2 (stereo unspecified)	-1.8	-1.7	9.8	9.6	104.0	3.5	47.5	3.5	-5.0
29	COc1ccc(NC(C)=O)cc1NC(C)C(=O)Nc1cccc2ccccc12 (stereo unspecified)	-0.9	0.1	-3.6	7.3	97.0	1.0	51.1	16.1	-20.6
30	Cc1cc(C)nc(SCc2ccc(Cl)cc2)n1	0.3	7.9	-5.6	7.1	105.0	-0.1	23.9	10.1	-10.6
31	CCOC(=O)N1CCC(NS(=O)(=O)c2cc3c(cc2C)NC(=O)CO3)CC1	-0.6	-4.0	-2.2	10.2	95.0	6.6	13.5	9.3	-3.0
32	CCCc1nnc(SCC(=O)O)n1CC	-2.8	0.9	6.3	-4.7	98.0	-0.1	4.1	-0.8	-5.1
33	COC(=O)C1=C(O)/C(=C\c2ccc(CNS(=O)(=O)c3ccc(Cl)cc3)o2)N=C1C	15.2	1.4	-5.5	0.5	91.0	0.0	-1.8	15.4	-13.2
34	O=C(O)c1ccc(-c2nc(-c3ccccc3Cl)cs2)cc1	0.2	-1.6	-0.8	-2.2	100.0	4.7	16.3	10.3	-5.8
35	Cn1cc(S(=O)(=O)N2CCCC2)cc1C(=O)NCc1ccccc1Cl	-1.6	2.1	/	6.7	101.0	7.5	12.3	-16.8	-1.8
36	CCOC(=O)c1c(-c2ccc(OC)cc2)oc2ccc(OCC(N)=O)cc12	-0.5	0.4	-8.2	4.1	99.0	-0.2	15.0	-8.4	-1.4
37	CN(C)c1nc(F)c(F)c(S(=O)(=O)c2ccccc2)c1F	0.4	4.5	-7.3	-1.8	108.0	3.1	19.7	1.6	-13.6
38	CCn1c(SCC(=O)Nc2cc(C)on2)nnc1-c1ccc(OC)cc1	-1.1	0.1	-4.2	6.1	102.0	5.9	36.6	-10.6	-10.5
39	COc1ccc(CCNC(=O)CN2C(=O)NC(c3ccccc3)(c3ccccc3)C2=O)cc1	0.0	1.1	-5.6	-2.1	/	4.9	/	-5.3	/
40	CC(C)c1ccccc1OCC(=O)N(C)CC(=O)Nc1ccc(F)cc1	-0.8	-3.0	-3.8	-0.5	/	-1.1	/	0.7	/
41	COc1ccc(C2/C(=C(\O)c3ccc4c(c3)OCCO4)C(=O)C(=O)N2CCCN(C)C)c(OC)c1 (stereo unspecified)	-1.0	-3.2	0.9	7.7	99.0	5.2	3.9	-3.6	-7.2
42	COc1ccc(NC(=O)Nc2ccc(Cc3ccncc3)cc2)c(OC)c1	-1.9	-0.8	-5.1	-2.5	87.0	-0.5	0.6	11.3	-6.8
43	COc1ccccc1Nc1nc(NCCO)nc(N2CCCC2)n1	-0.9	-6.6	-0.8	-1.5	107.0	-4.0	/	-5.1	/
44	COc1ccccc1-c1cc(C(F)(F)F)nc(N2CCN(c3ccccc3)CC2)n1	0.9	1.6	-4.2	-5.5	96.0	1.0	-2.4	-22.1	-18.1
45	COc1ccc(N(C)S(=O)(=O)c2cccc(C(=O)Nc3ccc4c(c3)OCCO4)c2)cc1	3.9	3.0	-1.6	-11.2	105.0	4.2	32.0	9.7	-26.8
46	O=C1N(S(=O)(=O)c2ccccc2F)C(=O)C2(CCCC2)N1S(=O)(=O)c1ccccc1F	0.4	0.5	-0.2	19.2	102.0	1.1	-6.8	-64.7	-1.5
47	CCOc1ccccc1C(=O)NCc1ccc2c(c1)OCO2	0.1	-1.1	-8.1	-2.7	102.0	-3.1	-46.8	8.6	6.3
48	CC(C)(C)n1nnnc1C(c1cccnc1)N(Cc1ccccc1)Cc1ccco1 (stereo unspecified)	-1.6	2.6	-4.5	1.3	/	4.6	49.6	-0.5	-16.6
49	COCCNC(=S)N/N=C/c1c2ccccc2cc2ccccc12	-0.7	3.0	-6.5	-1.1	101.0	-0.4	8.7	-4.3	4.7
50	CCc1ccc(OCC(=O)NC(NC(=S)Nc2ccc(C)cc2C)C(Cl)(Cl)Cl)cc1 (stereo unspecified)	4.0	-4.0	6.7	12.6	94.0	2.3	27.4	1.8	-6.8
51	CC(C)C[C@H]1CNC(=S)N1CC1CCCN1C[C@H](CC(C)C)N1C[C@H](Cc2ccc(O)cc2)N(CC2CCCCC2)C1=S (stereo partly specified)	-0.4	/	-0.9	-1.0	/	2.7	/	3.0	/
52	CCC(=O)c1ccc(OCC(=O)OCC(=O)NCC2CCCCC2)cc1	0.3	1.1	10.9	0.7	/	-0.1	/	6.4	/
53	COc1ccc(N(CC(=O)NCC2CCCO2)S(=O)(=O)c2ccccc2)cc1OC (stereo unspecified)	0.1	-0.1	-8.8	0.3	99.0	0.3	10.3	-0.2	-3.4
54	Cn1nc(C(F)(F)F)c(-c2ccc(Br)cc2)c1NC(=O)c1cccnc1	0.4	-0.4	-5.4	3.2	116.0	/	3.3	-15.3	-12.2
55	CCc1ccccc1N(C(=O)c1snc(C(N)=O)c1N)C(C(=O)NCC1CCCO1)c1ccc(C)o1 (stereo unspecified)	0.3	5.3	-5.1	3.0	104.0	-2.1	27.9	-0.9	-33.4
56	COc1ccc(N2CCN(C(=O)CN(c3ccccc3)S(C)(=O)=O)CC2)cc1	-0.1	-4.5	-2.4	-1.9	100.0	-0.5	15.2	31.1	-9.1
57	CCOC(=O)c1c(CN(CC)CC)n(C)c2cc(Br)c(O)cc12	-2.3	5.6	-1.7	-1.8	107.0	6.2	7.8	4.1	-13.1
58	Nc1cccc(CCc2ccncc2)c1	-0.3	-3.3	-2.3	-5.6	94.0	2.6	-3.4	1.2	-11.2
59	COc1ccc(C(C)=O)cc1COC(=O)c1cc2ccccc2cc1O	4.2	0.8	-9.0	-3.8	102.0	3.5	21.7	-6.2	-11.0
60	CCOC(=O)c1c(N)sc(C(=O)N2CCCCC2)c1C	-0.1	1.9	0.1	15.4	95.0	-6.0	-7.1	60.8*	2.3
61	COc1ccc(C(=O)NCC(=O)N2CCN(C(=O)c3ccco3)CC2)cc1[N+](=O)[O-]	4.0	3.1	-5.5	0.6	/	-1.7	/	11.1	/
62	C=CCSC1=NC(N)=C(C#N)C2(CCCCC2)C1C(N)=O (stereo unspecified)	0.3	7.0	-2.2	3.7	89.0	4.1	17.9	-1.2	-4.5

The order is random. About 4.2% of those tested had a hit in this group.
